# High-throughput results: PubChem, National Center for Advancing Translational Sciences (NCATS)
# Mito fusion yeast: qHTS Assay for Small Molecule Inhibitors of Mitochondrial Division or Activators of Mitochondrial Fusion | S. cerevisiae fusion-defective mutant growth rescue, CellTiterGlo 48 h | Potency, µM (top dose mostly 46.1 µM), for inactives: at the highest dose growth rescue (activation), hits mostly activators | actives 0.23% (n = 320,000) | AID 485298, 2010;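 note: potency is the fitted concentration of half-maximal effect; % of control where 0% means no effect; nearly all actives have a fitted effect of over 45% in size; temperature-sensitive fusion mutants such as fzo1-1 at 37 °C on non-fermentable ethanol glycerol medium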
#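 Growth-rescue viability read-out: after 48 h at the non-permissive 37C in glycerol/ethanol YPEG, yeast mitochondrial fusion mutants are measured by CellTiterGlo luminescence; compounds (23 nl pinned per well) restoring growth score as division inhibitors or fusion activators.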
# USP2a inh: qHTS Assay for Inhibitors of Ubiquitin-specific Protease USP2a Using CHOP2 as the Reporter | Ubiquitin carboxyl-terminal hydrolase 2 (Homo sapiens), O75604 | USP2 core, Ub-CHOP2 coupled fluorogenic reporter, 485/531 | Potency, µM (titrated, usually from 38.3 µM), for inactives: at the highest dose activity change, negative = inhibition, actives largely listed as inhibitors | actives 0.01% (n = 330,000) | AID 463254, 2010;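 note: potency is the fitted concentration of half-maximal effect; plate controls were DMSO wells for no effect and full inhibition by NEM control for full effect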
#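 Cell-free coupled assay: 10nM USP2 core preincubated 30min RT with compound in Tris-HCl pH 8.0/CaCl2/CHAPS buffer, then 25nM Ub-CHOP2 and 25nM reporter substrate; fluorescence (Ex 485/Em 531) read after 60min RT, normalized to NEM inhibition, concentration-response curves fitted.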
# A-T KAP1 phos: qHTS Assay for Identifying a Potential Treatment of Ataxia-Telangiectasia; Potency, µM (highest dose often 57.5 µM), without a hit: at the highest dose activation, hits mostly activators; AID 485349, 2010; […] A-T fibroblasts, KAP-1 phosphorylation AlphaLISA; neocarzinostatin DNA damage 30 min before lysis; actives 0.19% (n = 320,000); note: potency is the fitted concentration of half-maximal effect; % of control where 0% means no effect; nearly all actives have a fitted effect of over 45% in size
#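 ATM-like activity read as KAP-1 phosphorylation via AlphaLISA donor/acceptor antibody pairs after lysis and 6 hr at 25C. Cells were ATM-null patient fibroblasts ([…], hTERT), dosed 60 min, then exposed to the DSB inducer NCS for 30 min.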
# TCR activator: Activators of T cell receptors: qHTS campaign; primary human leukocytes, anti-CD3, IL-2 HTRF, 48 h; 330,000 tested, under 10 active; AID 504894, 2011; Potency, µM (series often up to 9.22 µM), for the others: at the top dose activation of IL-2 secretion, usual class: activators; note: % of control where 0% means no effect
#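 Readout: HTRF IL-2, Eu-cryptate/d2 antibody pair, 320nm excitation, 665nm emission. Stimulus: a-CD3 beads, no co-stimulation. Cells: primary human leukocytes. Exposure: 48 hr with compound.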
# ELG1 repair inh: qHTS screen for small molecules that inhibit ELG1-dependent DNA repair in human embryonic kidney (HEK293T) cells expressing luciferase-tagged ELG1; HEK293T ELG1-luciferase reporter, luminescence, 16 h; DNA damage induced by 5-fluorouridine; Potency, µM (titrated, usually from 46.1 µM), without a hit: at the highest dose activity change, negative = inhibition, hits mostly inhibitors; actives 2.3% (n = 330,000); AID 504467, 2011; note: potency is the fitted concentration of half-maximal effect; % is set by controls: 0 for no effect and ±100 for the full control effect; nearly all actives have a fitted effect of over 55% in size
#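 HEK293T cells expressing luciferase-tagged ELG1 (2,000/well) received 5-Fluorouridine plus compound or DMSO for 16 hr at 37 °C. Luciferase was read by ONE-Glo luminescence after 30 min at room temperature.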
# TRPV1 ag: HTS Assay for Compounds that Act as Agonists of the Vanilloid Receptor 1 | TRPV1-expressing cells, Fluo-8 calcium influx, agonist mode | activation, % at 8.33 µM | actives 0.19% (n = 320,000) | AID 540275, 2011; in the data active = activation above about 80%; inconclusive = between about 30% and that limit; note: 0% is about no effect
#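 Cells expressing TRPV1 were dye-loaded with Fluo-8 and read kinetically: 10 s baseline, 3 min after compound (agonist portion), then 2 min after EC20 capsaicin (allosteric enhancer portion). Calcium-bound dye fluorescence at 480/520 nm.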
# TSHR antag: Antagonists of the Thyroid Stimulating Hormone Receptor: HTS campaign. Thyrotropin receptor (Homo sapiens), P16473. TSHR-expressing cells, TSH-stimulated cAMP HTRF, 2 h; stronger effect = lower value. activity change, negative = inhibition, % at 11.5 µM. actives 0.2% (n = 330,000). AID 504810, 2011;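 active = activity change below a set negative limit, meaning inhibition stronger than a set level, cut at about -70% in these data; inconclusive = activity change between two set negative limits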; note: % is set by controls: 0 for no effect and ±100 for the full control effect
# Target sequence (P16473 whole entry, looked up): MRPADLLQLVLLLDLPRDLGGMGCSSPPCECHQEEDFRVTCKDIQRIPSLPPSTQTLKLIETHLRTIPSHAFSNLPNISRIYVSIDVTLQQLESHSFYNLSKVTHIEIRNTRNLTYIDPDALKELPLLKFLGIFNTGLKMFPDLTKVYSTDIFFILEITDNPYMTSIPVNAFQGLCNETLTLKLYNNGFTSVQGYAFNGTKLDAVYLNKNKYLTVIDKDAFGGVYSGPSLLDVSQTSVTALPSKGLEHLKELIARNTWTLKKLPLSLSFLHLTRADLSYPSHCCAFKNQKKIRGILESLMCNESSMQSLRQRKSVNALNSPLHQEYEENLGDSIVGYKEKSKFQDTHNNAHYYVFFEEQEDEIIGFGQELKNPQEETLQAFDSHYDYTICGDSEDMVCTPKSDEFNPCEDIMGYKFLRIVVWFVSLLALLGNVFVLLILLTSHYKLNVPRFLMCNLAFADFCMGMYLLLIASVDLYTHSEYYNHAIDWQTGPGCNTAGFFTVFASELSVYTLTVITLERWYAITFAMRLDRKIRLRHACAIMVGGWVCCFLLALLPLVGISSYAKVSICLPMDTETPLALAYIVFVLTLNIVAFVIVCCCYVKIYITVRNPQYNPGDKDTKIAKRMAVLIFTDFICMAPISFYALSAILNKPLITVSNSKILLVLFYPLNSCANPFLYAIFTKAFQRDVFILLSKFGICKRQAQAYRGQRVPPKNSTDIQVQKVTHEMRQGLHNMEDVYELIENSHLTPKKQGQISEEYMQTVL
#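 TSHR-expressing cells were treated with compounds, then stimulated with TSH at EC80 (4nM final) for 2 hours at 37 deg C. Cellular cAMP was measured by HTRF competition between lysate cAMP and cAMP-d2 for a cryptate-labelled anti-cAMP antibody.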
# hERG WT inh: qHTS for Inhibitors of KCHN2 3.1: Wildtype qHTS; Voltage-gated inwardly rectifying potassium channel KCNH2 (Homo sapiens), Q12809; U2OS, BacMam KCNH2, thallium flux FluxOr; stronger effect = lower value; activity change, % at 1.84 µM; actives 0.37% (n = 340,000);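 active = maximum activity change below -70%; inconclusive = maximum activity change between -70% and -50%; inactive = maximum activity change above -50%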; note: % is set by controls: 0 for no effect and ±100 for the full control effect
#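 U2OS cells transduced with wild-type KCNH2 virus are loaded with FluxOr dye for 45 min, and thallium flux is measured in kinetic reads before and after stimulation buffer. Rate constants are normalized to DMSO controls.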
# Eya2 inh: qHTS Assay for Inhibitors of the Phosphatase Activity of Eya2; recombinant Eya2, OMFP fluorescence dephosphorylation (OMFP is methylfluorescein phosphate); actives 0.006% (n = 330,000); Protein phosphatase EYA2 (Homo sapiens), O00167; AID 488837, 2010; Potency, µM (series often up to 76.9 µM), for the others: at the top dose activity, negative = inhibition, usual class: inhibitors; note: potency is the fitted concentration of half-maximal effect; % is set by controls: 0 for no effect and ±100 for the full control effect
#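 Eya2 protein (added as 0.2 uM solution) was preincubated with compound for 10 min at ambient temperature in 50 mM HEPES pH 7.5, 50 mM NaCl, 5 uM MgCl2, 0.05% BSA, 1 mM DTT. OMFP (added at 50 uM) then reacted 10 min; fluorescence read at 485/525 nm.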
# KCNH2 3.1 block: qHTS for Inhibitors of KCHN2 3.1: Mutant qHTS; U2OS KCNH2 3.1, thallium flux FluxOr; stronger effect = lower value; Potassium voltage-gated channel subfamily H member 2, brain isoform KCNH2 3.1 (human); actives 0.95% (n = 340,000); activity change, % (tested at about 1.8 µM);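 active = maximum activity change below -70%; inconclusive = maximum activity change from -70% to -50%; inactive = maximum activity change above -50%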;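 note: thallium influx rate constant from kinetic fluorescence after stimulation buffer; % is set by controls: 0 for no effect and ±100 for the full control effect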
#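 Thallium flux via FluxOr fluorescence (Red40 quencher, 45 min loading) in U2OS cells virally expressing the KCNH2 3.1 isoform (1.77 x 10^8 /mL virus, overnight at 37 C). Rate constants from 2-min kinetic reads post-stimulation, normalised to positive and negative controls.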
# * hit, by the source's call; ? = inconclusive; · = no result given; [ ] = another dose, or the depositor's remark. Unless noted, calls come from the whole dose curve; as a rule, active = well fitted curve in the direction sought with a large enough effect; inconclusive = small, poorly fitted or top-dose-only effect, or another doubt; inactive = no such curve, though single readings can be large; an effect the other way counts as inactive or inconclusive. The list is partial; count on the stated rates, not on these rows.
item	SMILES	hERG WT inh	Eya2 inh	A-T KAP1 phos	Mito fusion yeast	TCR activator	TSHR antag	USP2a inh	ELG1 repair inh	KCNH2 3.1 block	TRPV1 ag
1	O=C(CCCCCNC(=O)N1CCn2c1nc1ccccc12)NCc1ccccc1	1	3%	-2%	-27%	-2%	11	2%	-22%	2	3
2	O=C(COC(=O)c1ccccc1NC(=O)c1ccco1)Nc1ncc(Cl)cc1Cl	5	-7%	5%	-2%	-2%	2	-1%	-18%	-8	9
3	O=[N+]([O-])c1ccc(N2CCCC2)cc1NC(c1ccccc1)c1ccccc1	1	3%	0%	-3%	-2%	11	0%	?	-9	17
4	CC(C)CC(=O)Nc1ccc2oc(-c3ccncc3)nc2c1	-2	20%	15%	-1%	-4%	-8	1%	?	-5	-2
5	COc1cc(C2/C(=C(/O)c3ccc(OCC(C)C)cc3)C(=O)C(=O)N2CCN(C)C)ccc1O (stereo not drawn)	0	-8%	3%	-4%	-3%	-5	3%	6%	-9	1
6	Cc1cc(=O)n(CC(=O)NC2CC2)c2c1c(C)nn2-c1ccccc1	-19	-1%	-8%	-5%	-7%	6	-4%	14%	-1	?
7	O=C(COC(=O)CNC(=O)c1ccc(Cl)cc1)Nc1ccc(Cl)cc1C(F)(F)F	4	6%	-4%	8%	3%[46.1 µM]	-11	3%	3%	-13	3
8	Cc1cc(C)cc(NC(=O)CCC(=O)N2CCSc3ccccc32)c1	-13	2%	-6%	3%	-4%	9	-1%	-5%	0	1
9	CCCCN1CCN=C1N(C)C	-3	1%	17%	-6%	5%	23	2%	14%	-4	2
10	Cc1cc(C)cc(NC(=O)CN2CCCN(S(=O)(=O)c3ccc(Br)s3)CC2)c1	15	-30%	-1%	?	-4%	-21	-1%	-21%	6	1
11	COc1ccccc1C(=O)NS(=O)(=O)c1ccc(C)cc1	-7	6%	9%	·	·	5	2%	0%	-17	·
12	NC(=O)c1ccccc1N/C=C/C(=O)c1ccc(Cl)cc1	12	16%	·	8%	11%	11	-2%	?	7	-6
13	NC(=O)Nc1ccc(C(=O)OCC(=O)Nc2sccc2C(N)=O)cc1	-7	3%	16%	-7%	4%	-2	3%	0%	0	-4
14	Cc1ccsc1C(=O)NCCc1c[nH]c2ccccc12	-4	-9%	4%	1%	3%	-1	1%	?	7	24
15	O=S(=O)(Nc1ccc(Br)cc1)c1cccc2nonc12	-9	12%	9%	3%	2%	12	-1%	2%	-8	-3
16	CCCN1C(=O)/C(=C\C=C2/C=CN(CC)c3ccccc32)SC1=S	-2	7%	6%	7%	7%[46.1 µM]	43	3%	-2%	1	1
17	CC(=O)C1=C(O)C(=O)N(Cc2ccccc2)C1c1ccc([N+](=O)[O-])cc1 (stereo not drawn)	·	0%	9%	-6%	·	3	0%	0%	·	3
18	COc1ccccc1CNC(=O)c1ccc(Br)o1	1	3%	-8%	-5%	-1%	12	1%	-1%	24	11
19	CC(=O)c1ccc(NC(=O)Nc2ccncc2)cc1	1	-2%	3%	-5%	2%	9	2%	?	-8	5
20	Cc1ccc(-c2nnc(NC(=O)CCS(=O)(=O)c3ccc(F)cc3)o2)c(C)c1	10	18%	7%	2%	-3%	0	-1%	3%	-2	-3
21	OC(COc1ccc(CNCc2cccnc2)cc1)CN1CCc2ccccc2C1 (stereo not drawn)	21	6%	1%[11.5 µM]	-3%	-5%	-1	0%	2%	-3	0
22	N#Cc1cc2ccccc2nc1SCC(=O)Nc1ccccc1N1CCOCC1	-8	11%	3%	3%	7%	-2	-1%	2%	-3	?
23	CC(=O)Nc1ccc(Nc2nc(C)c([N+](=O)[O-])c(Nc3ccc(NC(C)=O)cc3)n2)cc1	3	-9%	5%	-3%	1%[46.1 µM]	-4	-1%	?	-1	0
24	O=C(CCN1CCc2ccccc2C1)Nc1ccccc1F	8	2%	-6%	0%	-1%[46.1 µM]	11	2%	11%	-21	27
25	COc1ccc(CCNc2ncnc3cc(OC)c(OC)cc23)cc1OC	3	-10%	-7%	-7%	-2%	9	0%	8.2µM*	-8	3
26	COc1ccc(CCn2nnnc2C(c2ccc(Cl)cc2)N2CCN(C)CC2)cc1OC (stereo not drawn)	21	-4%	0%	-1%	-3%	-3	6%	12%	-11	0
27	Cc1ccc2c(c1)C(=NC1CCCCC1)c1cc3ccccc3nc1-2	6	1%	4%	-2%	-2%[46.1 µM]	-1	3%	?	3	-1
28	COc1ccc(N2CCN(CC(=O)Nc3ccc(-n4cnnn4)cc3)CC2)cc1	-4	-5%	9%	1%	-4%[46.1 µM]	26	-1%	17%	-5	3
29	Cc1cccc(N2CCN(C3CCCCC3NS(=O)(=O)c3ccccc3)CC2C)c1 (stereo not drawn)	-7	8%	4%	-10%	0%	-7	1%	-8%	-6	-6
30	COc1ccc(NC(=O)c2scc(S(=O)(=O)C(C)C)c2N)cc1	9	-5%	2%	2%	-3%	-2	0%	?	-5	?
31	O=C(N/N=C/C=C\c1ccco1)c1ccccn1	5	-12%	0%	-6%	3%	-3	2%	?	16	?
32	Cc1ccc2c(CN3CCC(C(N)=O)CC3)cc(=O)oc2c1C	0	4%	-6%	-1%	1%	-2	1%	?	-3	18
33	Cc1ccc(NC(=S)NC(NC(=O)c2ccccc2C)C(Cl)(Cl)Cl)c(C)c1 (stereo not drawn)	0	8%	5%	-3%	-8%	-26	-5%	?	0	1
34	CN(C)c1ccc(/C=C2\Oc3ccc(C#Cc4cccc(N)c4)cc3C2=O)cc1	-8	32%	13%	·	0%	-2	12%	1%	-15	·
35	COc1cccc(C2CCCCN2Cc2nc(-c3ccc(C)o3)oc2C)c1 (stereo not drawn)	2	-2%	-6%	5%	-4%	9	0%	?	-1	-1
36	O=C(NCc1n[nH]c(=S)n1-c1ccc(F)cc1)c1ccc(S(=O)(=O)N2CCCCC2)cc1	-8	1%	-4%	1%	9%	10	0%	3%	24	-1
37	CCOC(=O)c1nc(N)c(=O)n(-c2ccccc2)n1	-4	-8%	·	0%	-1%	5	-1%	0%	-11	-2
38	COc1ccc(S(=O)(=O)NC(CC(=O)NCCc2ccccc2)c2ccco2)cc1 (stereo not drawn)	9	-4%	-3%	-5%	-3%	-2	0%	17%	-39	-1
39	N#CC(C#N)=Cc1cccn1-c1ccc(C(=O)O)cc1	-3	14%	0%	-4%	-3%	0	1%	6%	4	-1
40	COC(=O)CC/C(O)=C1\C(=O)CC(C)(C)CC1=NCCc1nc2ccccc2[nH]1	·	-6%	2%	2%	7%	-14	2%	-4%	1	3
41	CC1CCCCC12NC(=O)N(Cc1cc(=O)n3ccsc3n1)C2=O (stereo not drawn)	-4	?	-4%	-2%	-10%	-10	2%	0%	-4	-1
42	Cc1cc(C)n(Cc2ccc(C(=O)Nc3ccc(Br)cc3C)o2)n1	12	3%	-21%	8%	1%[46.1 µM]	5	1%	-5%	1	4
43	CCn1c(C(=O)O)c(S(=O)(=O)c2ccc(Cl)cc2)c2ccccc21	-9	9%	3%	0%	4%	-5	-1%	4%	-10	1
44	COc1ccc(C(=O)CN2Cc3ccccc3C2=N)cc1	6	4%	2%	-8%	-4%	0	1%	?	-40	-1
45	CC(C)(C)C(=O)O/N=C(\N)c1ccc(Br)cc1	8	7%	-2%	1%	-2%	1	-1%	12%	16	-3
46	COc1ccc(C(=O)Nc2ccc(C(=O)N3CCCCC3)cc2)cc1OC	24	-14%	3%	-8%	-11%	-7	4%	?	-3	0
